Screening results as filed in PubChem BioAssay.
rCAG binder = binds r(CAG) RNA repeats; inhibition, % at 3 µM; actives 1.3% (n = 370,000); r(CAG) RNA repeat, TO-PRO-1 dye displacement fluorescence; AID 651821;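 active means inhibition above the plate cutoff, the mean of all test compounds on that plate plus 3 SD, cut at about 35% in these data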;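 further: 0% = DMSO alone and 100% = 100 µM mitoxantrone as full dye displacement; higher means more dye released from RNA so lower well fluorescence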
Tn6 DDE FP = DD(E)-Tn6 binding inhibition, primary FP screen; AID 720509; Fibrin DD(E) TRITC-Tn6 fluorescence polarization displacement; P02675; inhibition, % at 8.3 µM; actives 0.21% (n = 370,000);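 active means inhibition above a per-campaign cutoff: mean of compounds within control limits plus 3 SD, cut at about 15% in these data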;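 further: 0% = median of all compound wells on the plate and 100% = blocking peptide control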
NPR2 activator = GC-B (human) receptor activation | P20594 | HEK293-GC-B cells, CNP EC30, cGMP TR-FRET; 0% at EC30 CNP, 100% saturating CNP | activation, % at 10 µM | actives 0.11% (n = 370,000) | AID 1920062;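 active means activation at 10 µM reaching about 35% in either raw or pattern-adjusted values, limit read from the data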
Target sequence (P20594 whole entry, looked up): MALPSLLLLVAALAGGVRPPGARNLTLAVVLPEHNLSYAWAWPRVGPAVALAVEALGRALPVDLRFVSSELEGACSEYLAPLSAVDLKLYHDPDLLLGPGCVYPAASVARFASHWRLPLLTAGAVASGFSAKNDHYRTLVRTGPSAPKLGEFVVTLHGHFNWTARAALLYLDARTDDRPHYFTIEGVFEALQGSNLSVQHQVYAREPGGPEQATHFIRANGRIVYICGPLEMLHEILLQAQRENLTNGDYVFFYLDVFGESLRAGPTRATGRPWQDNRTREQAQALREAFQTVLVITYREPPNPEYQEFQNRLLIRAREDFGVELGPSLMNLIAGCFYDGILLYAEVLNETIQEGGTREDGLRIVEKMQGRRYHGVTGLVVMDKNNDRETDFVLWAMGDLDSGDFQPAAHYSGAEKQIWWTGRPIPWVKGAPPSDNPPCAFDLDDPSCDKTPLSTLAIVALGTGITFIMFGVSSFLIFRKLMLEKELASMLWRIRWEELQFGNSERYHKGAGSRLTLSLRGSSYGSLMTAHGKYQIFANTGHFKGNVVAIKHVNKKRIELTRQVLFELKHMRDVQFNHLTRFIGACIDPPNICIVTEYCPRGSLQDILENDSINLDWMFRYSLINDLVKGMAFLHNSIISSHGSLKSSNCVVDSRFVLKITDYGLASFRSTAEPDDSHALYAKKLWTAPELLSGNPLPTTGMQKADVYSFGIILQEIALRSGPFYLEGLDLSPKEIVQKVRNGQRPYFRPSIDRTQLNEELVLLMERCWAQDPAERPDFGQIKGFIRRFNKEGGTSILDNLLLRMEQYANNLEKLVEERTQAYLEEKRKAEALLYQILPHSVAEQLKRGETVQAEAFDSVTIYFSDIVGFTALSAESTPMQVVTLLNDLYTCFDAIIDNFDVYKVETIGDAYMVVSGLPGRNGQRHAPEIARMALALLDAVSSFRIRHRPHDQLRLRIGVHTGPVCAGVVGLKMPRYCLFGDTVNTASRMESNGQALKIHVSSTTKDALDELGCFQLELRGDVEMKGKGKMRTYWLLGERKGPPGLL
ARFGAP1 inh = inhibitors of rat ARFGAP1 | inhibition, % at 16.5 µM | Q62848 | actives 0.26% (n = 360,000) | Arfgap1-stimulated ARF1 GTP hydrolysis, GDP FP detection;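 active means inhibition above a per-plate limit, mean inhibition of low control wells plus 3 SD, cut at about 25% in these data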;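 further: 0% = DMSO wells with enzyme and 100% = wells lacking Arfgap1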
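Repeats: one replicate per compound; assay system: rat Arfgap1 catalytic domain, aa 1-136; times: enzyme reaction 120 min at 25 °C after 20 min preincubation; detection: FP of antibody-bound GDP Alexa 633 tracer, ex 620/em 688 nm; benchmarks: high control wells lacking Arfgap1, low control full reaction with DMSO; reagent: human ARF1(Δ1-17)-GTP substrate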
ADAM10 inh = inhibits human ADAM10 | O14672 | recombinant ADAM10, EDANS/DABCYL FRET peptide cleavage, 3 h | inhibition, % at 7 µM | actives 0.62% (n = 370,000);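 active means inhibition above a per-campaign cutoff equal to the mean of compounds falling between control-based bounds plus 3 SD, cut at about 20% in these data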;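 further: 0% = DMSO wells while the 100% control is not disclosed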
FXN GAA850 act = frataxin GAA850 promoter activation | actives 0.56% (n = 360,000) | HEK293 lucGAA850 FXN promoter luciferase reporter, 24 h; percent of 10 µM SAHA response | activation, % at 6 µM;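 active means activation above the average of all compounds screened plus 3 SD, cutoff fixed separately per campaign, cut at about 7.5% in these data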;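 further: 0% = DMSO wells and 100% = 10 µM SAHA wells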
NPR1 activator = GC-A (human) enzyme activation; AID 1671463; P16066; actives 0.14% (n = 370,000); HEK293 GC-A cells, cGMP TR-FRET, EC30 ANP; 0% at EC30 ANP, 100% saturating ANP; activation, % at 10 µM; in the data active means activation above about 40%
proKLK7 act = activates the human kallikrein-7 zymogen; activation, % at 7 µM; actives 0.9% (n = 370,000); purified proKLK7, EDANS-DABCYL substrate fluorescence; 100% is mature enzyme control, 0% vehicle;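 active means activation above the mean of all tested compounds plus 3 SD, computed per campaign excluding outliers beyond control limits, cut at about 13% in these data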
HGIII-sPLA2 inh = Inhibits HGIII-sPLA2 liposome hydrolysis, primary screen; Q9NZ20; QFRET BODIPY PC-A2 liposome hydrolysis, fluorescence; inhibition, % at 12.2 µM; actives 0.56% (n = 370,000);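 active means inhibition above mean plus 3 SD of compounds lying within the high and low control bounds, cut at about 19% in these data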;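 further: 0% = median of test compound wells and 100% = no enzyme DMSO wells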
ASAP1 GAP inh = blocks human ASAP1-stimulated Arf1 GTP hydrolysis. GDP FP detection. inhibition, % at 16.5 µM. actives 0.19% (n = 360,000). AID 624377. Q9ULH1; in the data active means inhibition above about 25%;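 further: 0% = vehicle with enzyme and substrate and 100% = no enzyme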
Active calls of the source: *. The order is random; about 4.5% have a hit in one of these screens.

1	CNC(=O)C1CC(=O)N(CCc2ccc(OC)cc2)C(=Nc2ccc(OC)cc2)S1 (configuration not stated)
2	CCc1ccccc1Oc1ccc(S(=O)(=O)N2CCN(C)CC2)cn1
3	CCOC(=O)Nc1ccc2c(c1)nc(CN1CCOCC1)n2C
4	CCCc1ccc(S(=O)(=O)NCCc2ccncc2)cc1
5	COc1ccc(OC)c(S(=O)(=O)NC(=O)C2(C)CCN2C(=O)Cc2ccccc2Cl)c1 (configuration not stated)
6	CC(C)C[C@H](NC(=O)c1nc[nH]c1C(=O)NC1CCN(C(=O)OC(C)(C)C)CC1)C(=O)OCc1ccccc1
7	COc1ccc(S(=O)(=O)N2CCCCC2c2cc(C(=O)N3CCOCC3)no2)cc1 (configuration not stated)
8	COc1ccc(C2C(C#N)=C(/N=C/N3CCN(C)CC3)OC3=C2C(=O)CC(C)(C)C3)cc1 (configuration not stated)
9	COc1cccc2cc(C(=O)NCCc3ccccc3)oc12
10	CCCCc1nc2ccccc2n1CC(=O)NN
Screen / compound no.,1,2,3,4,5,6,7,8,9,10
rCAG binder,-4,-9,-2,-4,4,7,1,-5,-1,3
Tn6 DDE FP,-5,-7,5,1,1,1,1,2,-8,0
NPR2 activator,-4,-3,5,0,0,12,3,1,2,2
ARFGAP1 inh,12,-12,6,-3,-3,3,2,-12,-4,12
ADAM10 inh,8,-9,4,0,-13,37*,-4,-12,-7,1
FXN GAA850 act,-0.3,1.4,1.4,2.3,-0.6,-0.6,-0.5,-1.8,2.1,3.6
NPR1 activator,0,1,1,3,3,0,2,-1,5,-4
proKLK7 act,0.4,0.0,-0.4,0.1,0.1,0.5,-0.8,-0.1,0.2,-0.2
HGIII-sPLA2 inh,-10,1,4,-9,6,-6,6,-2,-3,-9
ASAP1 GAP inh,-7,6,-6,-6,7,13,-12,2,-2,4

3 compounds picked at random from those above, as already listed:
2	CCc1ccccc1Oc1ccc(S(=O)(=O)N2CCN(C)CC2)cn1
1	CNC(=O)C1CC(=O)N(CCc2ccc(OC)cc2)C(=Nc2ccc(OC)cc2)S1 (configuration not stated)
6	CC(C)C[C@H](NC(=O)c1nc[nH]c1C(=O)NC1CCN(C(=O)OC(C)(C)C)CC1)C(=O)OCc1ccccc1
Screen / compound no.,2,1,6
rCAG binder,-9,-4,7
Tn6 DDE FP,-7,-5,1
NPR2 activator,-3,-4,12
ARFGAP1 inh,-12,12,3
ADAM10 inh,-9,8,37*
FXN GAA850 act,1.4,-0.3,-0.6
NPR1 activator,1,0,0
proKLK7 act,0.0,0.4,0.5
HGIII-sPLA2 inh,1,-10,-6
ASAP1 GAP inh,6,-7,13

Other compounds
11	O=C(O)c1ccc(-c2nc(-c3ccccc3Cl)cs2)cc1
12	CCN(CC)CCCNC(=O)c1c(O)c2cc(F)cc3c2n(c1=O)C(C)CC3 (configuration not stated)
13	Oc1c(Cl)cc(Cl)cc1/C=N/NC(=S)NC1CC2C=CC1C2 (configuration not stated)
14	COCCNC(=O)C(c1ccc(F)cc1)N(Cc1ccco1)C(=O)CCC(=O)Nc1nccs1 (configuration not stated)
15	Cc1cccc(C)c1NC(=O)CN(C)CC(=O)Nc1ccccc1Br
16	Cc1cc(C)nc(/N=C2/NC(=O)CS2)n1
17	COc1ccc(-c2noc(N(C)CC(=O)Nc3cccc(C(F)(F)F)c3)n2)cc1
18	O=C(NC(=S)Nc1ccc(N2CCOCC2)cc1)c1ccc2c(c1)OCCO2
19	CCCCn1c(SCC(=O)Nc2cc(C)on2)nnc1-c1ccncc1
20	COc1ccc(OC)c(NC(=O)COC(=O)c2c(C)noc2C)c1
Screen / compound no.,11,12,13,14,15,16,17,18,19,20
rCAG binder,17,-2,66*,-7,-3,2,3,-2,-4,-1
Tn6 DDE FP,6,0,0,6,9,2,-1,-1,2,7
NPR2 activator,-1,2,5,3,-3,1,-10,2,0,0
ARFGAP1 inh,0,1,-11,-2,0,-12,9,13,-11,-14
ADAM10 inh,-43,-57,-206,0,0,-2,17,5,4,-1
FXN GAA850 act,7.4,-1.2,-0.3,-2.0,0.5,0.8,2.7,-1.9,0.4,2.0
NPR1 activator,11,8,1,-2,1,-1,-1,5,-1,0
proKLK7 act,0.0,1.0,-157,-0.1,-0.2,0.8,-0.4,-0.1,-0.3,0.2
HGIII-sPLA2 inh,-28,3,45*,-2,-9,1,-54,6,-1,-1
ASAP1 GAP inh,-9,-4,1,-9,-5,-1,13,6,-6,-7

Additional compounds.
item | Molecule | rCAG binder | Tn6 DDE FP | NPR2 activator | ARFGAP1 inh | ADAM10 inh | FXN GAA850 act | NPR1 activator | proKLK7 act | HGIII-sPLA2 inh | ASAP1 GAP inh
21 | N#Cc1c(N)nc2c(c1-c1ccncc1)CCCCC2 | -2 | -6 | 2 | 4 | -66 | 2.8 | 1 | 0.4 | 2 | -1
22 | CCCN(CC(=O)Nc1ccccc1C)C(=O)c1ccc(S(=O)(=O)N2CCC(C)CC2)cc1 | -4 | -1 | -1 | -8 | -2 | -0.4 | 0 | 0.3 | -9 | -1
23 | Cc1ccc(S(=O)(=O)Nc2ccccc2N(C)S(=O)(=O)c2ccc(C)cc2)cc1 | 6 | 11 | -1 | -8 | 11 | -1.9 | -3 | -0.2 | -17 | -7
24 | O=P(O)(C(O)c1ccccc1)C(O)c1ccccc1 (configuration not stated) | -1 | 4 | 9 | -2 | -7 | 0.9 | -1 | 0.3 | 5 | -5
25 | COc1ccc(Cc2nc3ccc(C(=O)N(C)Cc4nccn4C)cc3o2)cc1 | 1 | -9 | 9 | 2 | 0 | -1.9 | 6 | -0.3 | -9 | 5
26 | COc1cc(/C=C(\C#N)c2nc3ccccc3n2C)cc(OC)c1O | -8 | -3 | -3 | -2 | -25 | -0.2 | -2 | -0.2 | -11 | -8
27 | COc1ccc(C(c2nnnn2Cc2cccs2)N2CCN(c3ccccc3F)CC2)cc1 (configuration not stated) | 3 | 0 | -4 | -8 | 5 | 0.6 | -4 | -0.1 | 5 | -11
28 | NC1=NC(=O)C(Cc2ccc(F)cc2)S1 (configuration not stated) | 0 | -3 | 2 | 1 | -1 | -0.4 | 1 | 0.2 | -3 | 9
29 | O=C(NCC1CCCO1)c1ccc2ccccc2n1 (configuration not stated) | -4 | 1 | 2 | -4 | 0 | 2.5 | 4 | -0.2 | 3 | -2
30 | CC1Cc2cc(/C(O)=C3\C(=O)C(=O)N(Cc4ccncc4)C3c3ccccc3F)ccc2O1 (configuration not stated) | 4 | -9 | 2 | 5 | -30 | 3.7 | 9 | 0.3 | 4 | 9
31 | CCn1c(CSc2nc(C)cc(C)n2)nnc1SCC(N)=O | -1 | 5 | -4 | 9 | 5 | 0.1 | -2 | 0.0 | -2 | 1
32 | COCCn1c(SCC(=O)Nc2ccc(OC)cc2OC)nc2ccccc2c1=O | -3 | -6 | -1 | 11 | -1 | 1.1 | 1 | 0.3 | -2 | -4

The last 2 entries of the section above come first, to join the parts.
item | Molecule | rCAG binder | Tn6 DDE FP | NPR2 activator | ARFGAP1 inh | ADAM10 inh | FXN GAA850 act | NPR1 activator | proKLK7 act | HGIII-sPLA2 inh | ASAP1 GAP inh
31 | CCn1c(CSc2nc(C)cc(C)n2)nnc1SCC(N)=O | -1 | 5 | -4 | 9 | 5 | 0.1 | -2 | 0.0 | -2 | 1
32 | COCCn1c(SCC(=O)Nc2ccc(OC)cc2OC)nc2ccccc2c1=O | -3 | -6 | -1 | 11 | -1 | 1.1 | 1 | 0.3 | -2 | -4
33 | COc1cc(OC)cc(C(=O)NC(C(=O)NCCN(C)C)C23CC4CC(CC(C4)C2)C3)c1 (configuration not stated) | -7 | -3 | 2 | -9 | 1 | -0.8 | -2 | 0.5 | -8 | 3
34 | O=C(NCC1CCCO1)c1nn2c(C(F)(F)F)cc(-c3cccs3)nc2c1Br (configuration not stated) | 2 | -2 | 7 | 11 | 1 | 1.0 | 6 | -0.7 | 7 | 11
35 | CCCCn1c(N)c(N(C)C(=O)c2ccc(Br)o2)c(=O)[nH]c1=O | 5 | 6 | 7 | -1 | -9 | 1.2 | -1 | 0.1 | 5 | 4
36 | COc1ccc(S(=O)(=O)N(CC(=O)NC2CCCCC2)c2ccc(F)cc2)cc1 | -6 | 4 | -6 | 3 | -8 | 2.1 | -2 | 0.1 | 3 | 4
37 | COC(=O)c1ccc(NC(=O)CN2CCC(NC(=O)c3ccccc3F)CC2)cc1 | 0 | 4 | -2 | -1 | -7 | -1.2 | 0 | 0.0 | 1 | 5
38 | CN1C(=O)N2CN(C3CCCCC3)CN3C(=O)N(C)C1C23 (configuration not stated) | 1 | -2 | -1 | -7 | 3 | 0.2 | -1 | -0.8 | 2 | 7
39 | Cc1ccc(S(=O)(=O)c2cc3cc(Br)ccc3oc2=O)cc1 | -1 | 1 | 9 | 12 | 4 | 0.8 | 3 | 0.6 | 5 | -5
40 | CCOc1cc(C2C(C#N)=C(N)OC3=C2C(=O)CC(C)(C)C3)cc([N+](=O)[O-])c1O (configuration not stated) | 6 | 6 | -8 | 14 | 3 | 0.1 | -3 | 0.4 | -4 | 19
41 | CCN(Cc1cc2cccc(C)c2[nH]c1=O)C(=O)c1ccccc1OC | -5 | 8 | 3 | 0 | -15 | 2.8 | 1 | -0.6 | 5 | -2
42 | CCN1CCN(C(c2cc(OC)ccc2OC)c2nnnn2Cc2ccccc2)CC1 (configuration not stated) | -3 | 2 | -3 | -2 | -1 | -3.7 | -6 | 0.2 | 2 | 1
43 | O=C(C1CCCN1S(=O)(=O)c1ccc(Cl)c(Cl)c1)N1CCCCC1 (configuration not stated) | -10 | -2 | 2 | 2 | -6 | 0.9 | 2 | 0.5 | 1 | -3
44 | Cc1ccc(C(=O)/C=C/c2ccccc2[N+](=O)[O-])cc1 | 0 | -6 | -7 | 1 | 0 | 3.1 | 6 | -0.2 | -8 | -10
45 | COc1ccc(N2CCN(CC(=O)c3c[nH]c4ccccc34)CC2)cc1 | 7 | 0 | -1 | 10 | 3 | 0.5 | 0 | 0.2 | 17 | 11
46 | COc1ccc(C(CNC(=O)c2cccc(S(=O)(=O)NCc3ccccc3)c2)N2CCOCC2)cc1 (configuration not stated) | -4 | 4 | 0 | -10 | -9 | -1.9 | 0 | 0.6 | 1 | -3
